Source: PubChem BioAssay
S3 lipid droplet – qHTS Assay for Lipid Storage Modulators in Drosophila S3 Cells. Drosophila S3 cells, BODIPY lipid droplet fluorescence, 18-24 h; cells fed with added oleic acid. Potency in µM for hits, for the others lipid storage change, negative = inhibition, % at the top dose, mostly 46.1 µM. 320,000 compounds, 0.64% hits; active = well fitted inhibition curve with a large enough effect in the signal ratio, with a control signal flat, not every such curve was filed as active; inconclusive = small, poorly fitted or top-dose-only effect, or effect the other way, or a change in a side signal; the % refers to the signal ratio
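Laser-scanning cytometry quantifies lipid droplet accumulation (500–530 nm total intensity; droplet/cell object ratio) in oleic acid-fed (400 uM added) Drosophila S3 cells treated with a concentration series. 20 uM Triacsin C defined 100% inhibition.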
S3 lipid droplet cell count max – also measured in S3 lipid droplet; calls as there; cell number change, %; measured here: cell count max response;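 cells counted by Cell Tracker Red CMTPX staining in the red channel; peak over a dose series mostly up to 46.1 µM; percent activity relative to internal control wells on each plate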
The depositor's hits bear a star; i = inactive; ? = inconclusive; nt = no result given. % is scaled to controls: 0 for no effect and ±100 for the full control effect; potency is read from the fitted curve at half-maximal effect.

compound,S3 lipid droplet,S3 lipid droplet cell count max
COc1cccc(NC(=O)COC(=O)Cc2ccccc2[N+](=O)[O-])c1,-14%,nt
COc1ccc(C)cc1S(=O)(=O)N1CCC(C(=O)N2CCN(C)CC2)CC1,9%,8
COc1cc(NC(=O)COC(=O)/C=C/c2c(C)nn(C3CCS(=O)(=O)C3)c2Cl)cc(OC)c1OC (stereo not drawn),?,nt
O=C(CN1C(=O)COc2ccccc21)N(CCCN1CCOCC1)CC1CC=CCC1 (stereo not drawn),?,nt
Cc1nc2ccccc2c(=O)n1-c1ccc(F)c(NS(=O)(=O)c2ccccc2F)c1,?,nt
c1ccc2[nH]c(N3CCOCC3)nc2c1,12%,1
Cc1ccccc1C(=O)NC(CC(C)C)C(=O)Nc1ccc(S(N)(=O)=O)cc1 (stereo not drawn),1%,4
COc1ccc2c(=O)c(C(=O)O)c(-c3ccc4c(c3)OCO4)n(C)c2c1,5%,-1
Cc1ccc(C(NC(=O)Nc2ccccn2)C(Cl)(Cl)Cl)cc1F (stereo not drawn),?,nt
COCCn1c(N)c(C(=O)c2cccc(S(=O)(=O)N3CCCCCC3)c2)c(=O)[nH]c1=O,-3%,-19
CC(C)CN(C(=O)CN1C(=O)NC(c2ccccc2)(c2ccccc2)C1=O)C1CCS(=O)(=O)C1 (stereo not drawn),?,nt
COc1cc(NC(=O)COC(=O)c2ccc3ccccc3n2)cc(OC)c1,17%,9
Cc1cc(O)ccc1Nc1nc(-c2sc(N)nc2C)cs1,?,nt
O=C(NCCc1ccccc1)C1CCCN1C(=O)Nc1ccccc1 (stereo not drawn),?,nt
CN(C(=O)c1cc2sccc2n1C)C1CCCCC1,i,nt
O=C(NCc1ccccc1C(F)(F)F)C1CCC(=O)N(C2CCCCCC2)C1 (stereo not drawn),-23%,nt
CC(=O)Nc1ccc(S(=O)(=O)N2CCC(C(=O)O)(c3ccccc3)CC2)cc1,?,nt
Cn1c(=O)c2c(nc(SCC(=O)c3ccccc3F)n2C)n(C)c1=O,12%,-11
COc1ccccc1CNC(=O)C(=O)NCC1OCCN1C(=O)c1ccc(Cl)cc1 (stereo not drawn),?,nt
O=C(/C=C/Nc1ccc(OC(F)(F)F)cc1)C(F)(F)F,17%,19
O=C(COC(=O)c1cc(NS(=O)(=O)c2cccs2)ccc1O)Nc1ccc(F)c(F)c1F,?,nt
CC(C)=CC(=O)OCC(=O)Nc1cc([N+](=O)[O-])ccc1F,1%,-1
CC(=O)Nc1ccc(C)c([N+](=O)[O-])c1,?,nt
O=Cc1c(-c2ccccc2)cc2oc3ccccc3cc1-2,-8%,11
COc1ccc(S(N)(=O)=O)cc1-c1nnc2c3ccccc3c(C)nn12,-1%,-16
FC(F)(F)c1cc(-c2ccco2)nc(NCc2cccnc2)n1,-3%,8
CCN(CC)C(=O)CP(=O)(c1ccccc1)c1ccccc1,?,nt
Clc1ccc(Sc2cc(N3CCOCC3)nc(-c3ccccc3)n2)cc1,6%,-5
CCOC(=O)c1c(NC(=O)CSc2nnc(CNc3ccc(C)cc3C)o2)sc(C)c1C,2%,-2
CC(C)n1c(SCC(N)=O)nc2c1c(=O)[nH]c(=O)n2C,?,nt

Laid out differently: results already given.
S3 lipid droplet	S3 lipid droplet cell count max	SMILES
-23%	nt	O=C(NCc1ccccc1C(F)(F)F)C1CCC(=O)N(C2CCCCCC2)C1 (stereo not drawn)
?	nt	CC(=O)Nc1ccc(S(=O)(=O)N2CCC(C(=O)O)(c3ccccc3)CC2)cc1
12%	-11	Cn1c(=O)c2c(nc(SCC(=O)c3ccccc3F)n2C)n(C)c1=O
?	nt	COc1ccccc1CNC(=O)C(=O)NCC1OCCN1C(=O)c1ccc(Cl)cc1 (stereo not drawn)
17%	19	O=C(/C=C/Nc1ccc(OC(F)(F)F)cc1)C(F)(F)F
?	nt	O=C(COC(=O)c1cc(NS(=O)(=O)c2cccs2)ccc1O)Nc1ccc(F)c(F)c1F
1%	-1	CC(C)=CC(=O)OCC(=O)Nc1cc([N+](=O)[O-])ccc1F

Rewritten with two lines to a compound: entries from further up.
Value order – S3 lipid droplet | S3 lipid droplet cell count max
c1ccc2[nH]c(N3CCOCC3)nc2c1
  12% | 1
Cc1ccccc1C(=O)NC(CC(C)C)C(=O)Nc1ccc(S(N)(=O)=O)cc1 (stereo not drawn)
  1% | 4
COc1ccc2c(=O)c(C(=O)O)c(-c3ccc4c(c3)OCO4)n(C)c2c1
  5% | -1
Cc1ccc(C(NC(=O)Nc2ccccn2)C(Cl)(Cl)Cl)cc1F (stereo not drawn)
  ? | nt

(list continues)
compound,S3 lipid droplet,S3 lipid droplet cell count max
Cc1nccc(-c2ccc3c(c2)OCO3)n1,?,nt
Clc1ccc(SCc2cn3ccsc3n2)cc1,i,5
CC(C)NC(=O)CN1CCN(C(=O)c2ccc3oc(CCCc4ccccc4)nc3c2)CC1,-15%,-1
O=C(/C=C/c1ccccc1Cl)Nc1cccc(O)c1,?,nt
O=S(=O)(CCN1CCSCC1)c1ccccc1,-5%,7
CC(=O)Nc1ccc(C(=O)NCCc2ccccc2)cc1,?,nt
CCOc1cc(/C=N/NC(=O)CNc2ccc(C)cc2)ccc1OC(=O)c1ccccc1,i,nt
Cc1onc(-c2ccccc2Cl)c1C(=O)O/N=C(\N)c1ccccc1,-15%,-18
C[C@H]1CCC(=O)N([C@H](CSc2ccccc2)Cc2ccccc2)CC1,?,nt
Cc1c(NC(=O)CSc2ncnc3c2cnn3-c2ccccc2)c(=O)n(-c2ccccc2)n1C,-3%,-4
CCOC(=O)c1ccccc1NC(=O)c1ccc2c(SCC(=O)O)c3c(nc2c1)CCCC3,14%,-2
O=C(NNc1nc(-c2ccc(Br)cc2)cs1)c1ccco1,?,nt
COc1ccc(C(=O)Nc2sc(C)c(C)c2CN2CC(C)OC(C)C2)cc1 (stereo not drawn),0%,-14
CCOc1ccc(S(=O)(=O)NCc2ccco2)cc1,?,nt
CCCc1cc(=O)oc2c(C)c(OCC(=O)NCCCN3CCOCC3)ccc12,i,7
CC(C)C(c1nnnn1Cc1ccc(F)cc1)N1CCN(C(=O)c2ccco2)CC1 (stereo not drawn),?,nt
CN1CCN(c2ccccc2NC(=O)c2ccc([N+](=O)[O-])cc2Cl)CC1,4%,4
O=S(=O)(c1ccc(F)cc1)N1CCN(C(=S)NCC2CCCO2)CC1 (stereo not drawn),?,nt
Cc1cc(NC(=O)COC(=O)C2CC2)ccc1Br,?,nt
C/C(=C\C(=O)c1ccccc1)NCc1ccc(F)cc1,-9%,-1
CCOC(=O)C1CCCCN1Cc1cc(Cl)ccc1O (stereo not drawn),i,-15
CC(C)C(=O)NNC(=O)CSc1nc(C2CCCCC2)nc2ccccc12,1%,-8
CCC1(C)Cc2ccccc2-c2nc(NCCCO)n(C)c(=O)c21 (stereo not drawn),-1%,-4
COC(=O)[C@@H](NC(=O)N(C1CCCCC1)C1CCCCC1)C(C)C,-7%,-1
CCOC(=O)c1nnn2c1nc(N1CCOCC1)c1ccccc12,3%,1
C/C(CCc1ccc2c(c1)OCO2)=N\N=C1\NC(=O)CC(C(=O)Nc2ccc(Cl)cc2)S1 (stereo not drawn),-5%,20
Cc1nn(C)c(C(=O)N/N=C/c2ccc(Br)cc2)c1Cl,?,nt
O=C(O)CSc1ccccn1,2%,2
CC(=O)Nc1ccc(NC(=O)c2ccc(C)c(S(=O)(=O)Nc3cccc(C)c3)c2)cc1,?,nt
CO[C@@]1(NC(=O)Cc2cccs2)C(=O)N2C(C(=O)O)=C(COC(N)=O)CS[C@@H]21,10%,12
O=C(Nc1cc(Cl)cc(Cl)c1)C1CCC(=O)N1Cc1ccccc1Cl (stereo not drawn),?,nt
CC(C)(C)c1nc(SCC(=O)NC2CCCC2)c2ccccc2n1,i,nt
CC1CCN(c2ccc(S(=O)(=O)N3CCC(C)CC3)cc2N)CC1,?,nt
Nc1nonc1N1CCCCC1,?,nt
Nc1nc(NCCCN2CCOCC2)nc(Nc2ccc(F)cc2)c1[N+](=O)[O-],?,nt
O=C(CC1C(=O)NC2CCCCC2N1C(=O)c1ccc(F)cc1)Nc1ccccc1 (stereo not drawn),29µM*,18*
CCCCCN(C(=O)NC(=O)Nc1ccccc1C)S(=O)(=O)c1ccccc1,-10%,-10
O=C(CSc1nnc(-c2ccncc2)n1-c1ccccc1)NCC1CCCO1 (stereo not drawn),?,nt
Oc1c(N=NC(=S)Nc2ccccc2F)c2ccccc2n1Cc1ccccc1Cl,?,nt
CCOC(=O)c1cc(CC)sc1NC(=O)c1cc([N+](=O)[O-])ccc1N1CCOCC1,?,nt
Cc1cc(S(=O)(=O)NCc2ccccc2)ccc1OCC(=O)NCc1cccnc1,?,nt
C/C(Cl)=C/Cc1c(C)[nH]c2ccc(C)cc2c1=O,-5%,-18
O=S(=O)(c1ccc(OCC(O)CN2CCCC2)cc1)N1CCOCC1 (stereo not drawn),?,nt
O=C(OC(C(=O)NCc1ccc2c(c1)OCO2)c1ccc(Cl)cc1)c1ccco1 (stereo not drawn),?,nt
O=C(OCc1ccco1)c1ccc(S(=O)(=O)N2CCCCC2)cc1,?,nt
Cc1nc(C(N)=O)nc2ccccc12,9%,11
CCOCCOC(NC(=O)c1ccccc1)(C(F)(F)F)C(F)(F)F,-5%,9
CC(C)(C)c1ccc(-c2n[nH]c(=S)n2CC2CCCO2)cc1 (stereo not drawn),15%,-4
CN(C)c1ccc(-c2n[nH]c(=S)n2-c2ccccc2)cc1,?,nt
Cc1ccc(C)n1-n1c(C)nc2sc(-c3ccccc3)cc2c1=O,?,nt
C=CCOc1ccccc1CNn1nnnc1N,i,14
CN(C)c1ccc(N=Nc2ccccc2C(=O)OCC(=O)NC2CCCC2)cc1,?,nt
O=C(CCC(=O)OCc1cccc(C(=O)Oc2ccccc2)c1)Nc1cccc2ccccc12,-4%,-1
CCN=C1SC(CC(N)=O)C(=O)N1CC (stereo not drawn),-16%,21
Cc1ccc(-c2nc(CCN3C(=O)c4ccccc4C3=O)cs2)cc1,11%,3
COc1ccccc1N1CCN(S(=O)(=O)c2c(C)sc3ncn(CC(=O)NCCN(C)C)c(=O)c23)CC1,-69%,3
Cc1ccccc1-c1nc2sc3c(c2c(=O)o1)CCC3,2%,5
Cc1ccc(SCC(=O)OCC(=O)NC2CCCCCC2)cc1,?,nt
CCN(CC(=O)Nc1ccc(OC)cc1)C(=O)CCc1nc2ccccc2c(=O)[nH]1,1%,-4
O=C1CC(c2ccc(F)cc2)Sc2nc(-c3ccccc3)c(-c3ccccc3)n21 (stereo not drawn),?,nt

(list continues)
compound,S3 lipid droplet,S3 lipid droplet cell count max
CC(C)NC(=O)C12CC3CC(C1)CC(n1cnc(Cl)n1)(C3)C2,i,15
Cc1cccc(CNC(=O)c2ccccc2N)c1,i,nt
Cn1c(SCC(=O)N2CCN(c3ccccc3)CC2)nnc1-c1ccncc1,12%,8
O=C(Nc1cccc(C(=O)N2CCOCC2)c1)c1cncc(Br)c1,?,nt
O=C(CSc1n[nH]c(=O)n1C1CC1)Nc1ccc(F)c([N+](=O)[O-])c1,?,nt
C[C@H](NC(=O)c1nc[nH]c1C(=O)N1CCN(C(=O)OC(C)(C)C)CC1)C(=O)OC(C)(C)C,16%,28
COC(=O)[C@]1(CC(C)C)N[C@H](c2ccc(-c3ccc(F)cc3)cc2)[C@@H]2C(=O)N(C)C(=O)[C@@H]21,?,nt
O=C(COC(=O)Cc1cccc(C(F)(F)F)c1)NCC1CCCO1 (stereo not drawn),?,nt
CCSC(=O)NC1CCCCC1,26%,11
CCc1ccc(CNC(=O)c2ccc3nc(C4CCCCC4)oc3c2)nc1,?,nt
CN(C)CCNc1oc(-c2ccccc2Cl)nc1S(=O)(=O)c1ccccc1,?,nt
CCN(CC(=O)Nc1ccc(NC(C)=O)cc1)C(=O)/C=C/c1ccc(C)o1,-6%,-25
OC1CCCN(Cc2ccccc2)C1 (stereo not drawn),0%,16
O=C(CNC(=O)c1ccc(S(=O)(=O)N2CCCC2)cc1)N/N=C/c1ccc(Cl)cc1Cl,?,nt
CC(=O)c1cccc(CN2CCN(CCc3ccccc3)C(CCO)C2)c1 (stereo not drawn),10%,6
O=C1CNC(=O)N1CC(=O)N1CCCc2ccccc21,29µM*,-35*
CN(C)CCSc1nc(-c2ccccc2)nc2c1COC(C)(C)C2,?,nt
COCCCN1CN(S(=O)(=O)c2ccc(C)cc2C)c2nc3ccccc3nc21,i,-16
COc1cccc(C(=O)Nc2ccc3[nH]ncc3c2)c1,?,nt
CCOc1ccc(NC(=O)c2ccc(NC(=O)c3ccccc3Br)cc2)cc1,?,nt
CCCCN(C)S(=O)(=O)c1cc(Br)cc2c1N(C(=O)C1CC1)CC2,i,-6
Cc1ccnc(NS(=O)(=O)c2ccc(NC(=O)C3C4C=CC(C4)C3C(=O)O)cc2)n1 (stereo not drawn),-5%,-7
c1ccc(-c2csc3ncnc(NCCCN4CCOCC4)c23)cc1,?,nt
CCC(C)C1=CC(=Nc2c(C)n(C)n(-c3ccccc3)c2=O)C=C(C(C)CC)C1=O (stereo not drawn),?,nt

An excerpt. The share of hits here may be higher or lower than overall.
